From PubChem
GSK3B inh – blocks human GSK3beta kinase activity; P49841; GST-GSK3beta kinase, ADP-Glo luminescence, 60 min; active compounds read low; activity score (negative = inhibition), % at 10 µM; actives 0.038% (n = 300,000); AID 2097;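 active means more than half of replicate wells score below -50%, meaning over 50% inhibition versus plate controls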;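 further: 0% = median DMSO wells and -100% = median GW8510 positive control wells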
Target sequence (P49841 whole entry, looked up): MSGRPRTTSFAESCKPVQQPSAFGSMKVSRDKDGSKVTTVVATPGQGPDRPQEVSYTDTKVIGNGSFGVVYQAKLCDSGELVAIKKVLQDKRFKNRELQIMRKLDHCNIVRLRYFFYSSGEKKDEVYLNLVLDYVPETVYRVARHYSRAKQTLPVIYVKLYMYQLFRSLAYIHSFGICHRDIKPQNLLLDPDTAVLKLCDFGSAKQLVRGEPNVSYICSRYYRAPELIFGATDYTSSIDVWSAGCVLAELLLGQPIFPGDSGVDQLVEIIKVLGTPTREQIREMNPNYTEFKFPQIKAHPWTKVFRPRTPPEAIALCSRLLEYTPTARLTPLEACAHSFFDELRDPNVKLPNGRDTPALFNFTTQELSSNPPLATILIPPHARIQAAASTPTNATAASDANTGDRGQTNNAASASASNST
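Test system: GST-tagged human GSK3beta kinase, cell-free; evaluation: activity score scaled between in-plate DMSO and GW8510 controls; measured by: ADP-Glo luminescence; incubation: 60 min reaction, RT; benchmarks: DMSO and 20 µM GW8510; reagent: peptide substrate plus 25 µM ATP (final); medium: Tris/MgCl2 kinase buffer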
Dyrk1A ADPGlo – inhibitors of rat Dyrk1A kinase; inhibition, % at 12.5 µM; Q63470; actives 0.43% (n = 310,000); ADP-Glo luminescence, NFATc1 peptide; in the data active means inhibition above about 50%;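 further: plate controls were vehicle with enzyme for no effect and no enzyme for full effect; many of its hits are not listed in these tables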
HSF1 inh – HSF1 inhibition; NIH3T3-HGL HSE-luciferase, MG132-induced, luminescence 8 h; active compounds read low; activity change, negative = inhibition, % at 7.5 µM (by protocol); actives 0.77% (n = 300,000); AID 2098;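 active means more than half of replicate wells show activity change below -50%, luminescence cut by over half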;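 further: luciferase reports HSF-1 transcriptional activity via heat shock element; 0% = median of DMSO wells and -100% = zero luminescence signal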
Platelet DG rel – modulates dense granule release in human platelets | human platelet-rich plasma, SFLLRN dense granule ATP release, luminescence | inhibition, %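 (compounds screened at 7.5 µM in platelet-rich plasma)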 | actives 0.22% (n = 300,000);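 active means mean replicate score, as percent of positive control, at or above 50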
IEC-6 cytotox – counter-screen for KLF5 inhibitors: cytotoxicity in IEC-6 cells | AID 1825 | inhibition, % at 5 µM | IEC-6 cytotoxicity, luminescence viability | actives 0.78% (n = 290,000); in the data active means inhibition above about 22%;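 further: 0% = plate median of test compound wells and 100% = cytotoxic reference compound wells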
GSK3 alpha inh – blocks human GSK-3 alpha kinase; P49840; actives 0.1% (n = 320,000); ADP-Glo luminescence, 60 min; inhibition, % at 10 µM;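 in the data active means inhibition above about 50%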;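 further: GST-tagged GSK-3 alpha with peptide substrate and 25 µM ATP; 0% = DMSO neutral wells and 100% = GW8510 positive control wells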
Target sequence (P49840 whole entry, looked up): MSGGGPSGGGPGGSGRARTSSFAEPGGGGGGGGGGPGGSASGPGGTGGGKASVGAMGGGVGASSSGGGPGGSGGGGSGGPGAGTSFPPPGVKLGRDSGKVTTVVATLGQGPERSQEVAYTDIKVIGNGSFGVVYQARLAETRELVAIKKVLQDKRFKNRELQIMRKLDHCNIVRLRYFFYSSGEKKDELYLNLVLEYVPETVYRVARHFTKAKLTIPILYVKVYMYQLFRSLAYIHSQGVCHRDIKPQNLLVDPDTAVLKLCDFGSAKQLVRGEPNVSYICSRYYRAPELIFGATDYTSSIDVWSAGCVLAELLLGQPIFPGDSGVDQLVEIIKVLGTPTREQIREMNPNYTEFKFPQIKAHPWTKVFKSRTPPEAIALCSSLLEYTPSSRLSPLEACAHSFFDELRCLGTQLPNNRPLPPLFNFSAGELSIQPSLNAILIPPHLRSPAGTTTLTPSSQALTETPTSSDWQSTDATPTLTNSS
HSP90 inh – inhibitors of HSP90 luciferase refolding in rabbit reticulocyte lysate; luciferase refolding luminescence, 3 h; inhibition, % at 5.6 µM; actives 0.91% (n = 290,000); AID 1789;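 active means inhibition above the screen-wide mean plus 3 SD, computed separately per campaign, cut at about 16% in these data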;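 further: 0% = DMSO wells and 100% = 60 µM geldanamycin wells; inhibitors lower the luminescence because luciferase stays unfolded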
HSF1 activator – increases HSF-1 driven luciferase reporter signal | activation, % at 9 µM | actives 1.7% (n = 300,000) | NIH3T3-HGL HSF-1 luciferase reporter, MG132, 8 h; 100% = twice DMSO control signal;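 active means mean replicate activation of at least 50% with a set share of replicates each reaching 50%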;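 further: 0% = median of the neutral control wells and 100% = twice that signal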
aSyn 5UTR inh – 5' untranslated region of α-synuclein, MLPCN primary screen; alpha-synuclein 5'UTR reporter, inhibitor activity; inhibition, % (tested at 7.5 µM); actives 0.82% (n = 300,000); AID 1813; in the data active means inhibition above about 60%;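 further: H4 neuroglioblastoma cells stably carrying SNCA 5'UTR luciferase fusion; 0% = DMSO wells and 100% = positive control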
KLF5 inh – suppresses KLF5 promoter-driven expression. inhibition, % at 5 µM. DLD-1 KLF5 promoter-luciferase reporter, luminescence. AID 1700. actives 0.23% (n = 290,000);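 active means inhibition above a per-plate limit of that plate's mean compound inhibition plus 3 SD, cut at about 60% in these data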;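 further: 0% = DMSO wells and 100% = LY294002 at 200 µM; higher means less KLF5 promoter-driven luciferase light; inactives centre near -14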
Starred values were filed as active, the others as inactive; / = not tested or not shown. A portion of the library (hit frequency here may not be typical).

Under each structure: GSK3B inh	Dyrk1A ADPGlo	HSF1 inh	Platelet DG rel	IEC-6 cytotox	GSK3 alpha inh	HSP90 inh	HSF1 activator	aSyn 5UTR inh	KLF5 inh
O=c1c(N2CCOCC2)coc2ccccc12
  -1	3	-2	-2	4	/	2	-6	-2	-15
O=C1CC2(CCN(C(=O)c3ccc(F)cc3)CC2)Oc2ccccc21
  4	-6	-3	2	/	0	/	5	13	/
NC(=O)c1ccc(C(=O)N/N=C(/Cc2ccccc2)c2ccccc2)cc1
  -1	-3	2	1	0	-4	-5	13	-10	-54
Cc1onc(-c2c(Cl)cccc2Cl)c1C(=O)Nc1nccs1
  0	-6	0	-44	-1	-2	6	9	-15	5
CC1CN(C(=O)c2cccc(S(=O)(=O)N3CCOCC3)c2)CC(C)O1 (stereo unspecified)
  0	-2	-1	6	0	-1	1	-11	-9	3
COc1ccccc1NC(=O)N1CCN(c2cc(-c3ccccc3)nc3ncnn23)CC1
  3	-1	/	6	-3	-4	-5	/	/	-12
C/C(=N\NC(=O)c1ccoc1C)c1ccc(Br)s1
  -2	-1	23	2	6	0	6	-3	-65	-42
CCOC(=O)CN1C(=O)S/C(=C/c2cccc([N+](=O)[O-])c2O)C1=O
  1	-2	17	10	-4	5	-1	3	-5	-32
O=C(c1c(F)cccc1F)N(C1CCCCC1)C1CCCCC1
  -1	-2	-4	-3	1	-1	3	10	-8	-12
Cc1ccccc1NC(=O)COC(=O)c1ccc(CSc2ccc(Cl)cc2)cc1
  -1	-2	-3	15	2	/	-1	1	20	-23
O=C(CCCCCNC(=O)c1ccccc1Br)N=Nc1c(O)[nH]c2ccccc12
  4	3	-2	5	-1	-4	-1	8	7	-19
Cc1ccc(C(=O)N(Cc2ccccc2)C(C)(C)C)cc1C
  2	-8	2	-11	7	0	3	33	-21	10
COc1ccccc1CNC(=O)COC(=O)c1cc(C)oc1C
  4	-6	-8	9	4	-2	-1	-5	15	-13
Cc1cc(C)c(OCCOCCN2CCCC2)c(C)c1
  0	-1	-7	-8	/	-2	/	-10	-3	/
CC1(C)CC(CC(=O)O)(c2ccc(F)cc2)CCO1 (stereo unspecified)
  -5	2	9	-19	-1	0	0	32	6	2
CCN1C(=O)/C(=C2/C=CC=CN2C)OC1=S
  3	3	1	-1	-4	-1	2	-3	12	-14
O=C1C=C(NC2CC2)C2(CCCCC2)O1
  1	1	3	4	-4	-3	0	-10	18	1
CC(C)CCNC(=O)C1CCC(CNc2c(N3CCC(C)CC3)c(=O)c2=O)CC1 (stereo unspecified)
  -1	-1	-4	-2	1	-3	1	0	17	0
Cc1ccccc1N1CCN(S(=O)(=O)c2ccc3ccccc3c2)CC1
  -11	2	0	-8	3	3	3	-16	3	-7
COc1ccc(CCNC(=O)CC2SC(=Nc3cc(C)cc(C)c3)NC2=O)cc1OC (stereo unspecified)
  2	/	-1	4	-8	0	0	-8	4	0
O=C1N=c2ccccc2=C1c1sc(Nc2ccc(O)cc2)nc1O
  /	2	/	/	-6	/	-4	/	/	-25
O=C(/C=C\c1ccco1)Nc1ccc(N2CCN(C(=O)c3ccccc3)CC2)cc1
  -1	1	38	-7	-6	0	-3	66*	-5	-10
Cc1ccc(CN(C)CCc2ccccn2)cc1
  3	-1	-3	5	-3	1	1	-2	-8	-20
NC(=O)c1ccc(NC(=O)c2ccc(CN3CCOCC3)cc2)cc1
  3	8	3	2	-7	-1	0	-4	-7	-48
O=C(CNC(=O)c1cccs1)N=Nc1c(O)[nH]c2ccc([N+](=O)[O-])cc12
  -2	3	1	-11	-8	2	3	6	13	-4
O=C(c1cc2ccccc2o1)N1CCN(c2ccccc2Cl)CC1
  3	-34	6	1	0	3	3	7	-8	-15
O=C(NC1CC(=O)N(c2ccccc2)C1)N1CCN(C(=O)c2ccco2)CC1 (stereo unspecified)
  1	1	-1	3	/	-1	/	6	5	/
COc1ccc(C2C(C(=O)N3CCN(c4ccc(OC)cc4)CC3)c3ccccc3C(=O)N2C)cc1 (stereo unspecified)
  -3	-3	1	-1	-1	0	2	-6	-1	-13
CCCCn1c(N)c(N(CCOC)C(=O)C2CCCN(C(=O)c3ccc(Cl)cc3)C2)c(=O)[nH]c1=O (stereo unspecified)
  0	-1	-9	7	/	0	/	-2	0	/
O=C(NCCc1ccccc1)c1ccc2c(c1)N(Cc1ccccc1)C(=O)CS2=O (stereo unspecified)
  0	0	10	8	-3	/	-6	11	-1	-17

Part of the list above, limited to Dyrk1A ADPGlo:
| smiles | Dyrk1A ADPGlo |
| --- | --- |
| O=C(c1cc2ccccc2o1)N1CCN(c2ccccc2Cl)CC1 | -34 |
| O=C(NC1CC(=O)N(c2ccccc2)C1)N1CCN(C(=O)c2ccco2)CC1 (stereo unspecified) | 1 |

More entries follow:
Under each structure: GSK3B inh	Dyrk1A ADPGlo	HSF1 inh	Platelet DG rel	IEC-6 cytotox	GSK3 alpha inh	HSP90 inh	HSF1 activator	aSyn 5UTR inh	KLF5 inh
COCCNC(=O)CSc1nnc(-c2ccc(C)cc2)c(-c2ccc(C)cc2)n1
  1	-12	3	1	0	1	0	6	-2	-3
CCc1ccc(C2NC(c3ccc(CC)cc3)C([N+](=O)[O-])C(C)(C)C2[N+](=O)[O-])cc1 (stereo unspecified)
  1	8	-2	-4	-2	1	-1	-13	-14	-38
Cc1cc(C(=O)Nc2ccc(N3CCOCC3)cc2)c2ccccc2n1
  0	4	-6	-4	8	1	0	7	-39	-8
CC1(NC(=S)Nc2ccc(NC(=S)NC3(C)CCS(=O)(=O)C3)cc2)CCS(=O)(=O)C1 (stereo unspecified)
  2	/	-1	0	-5	0	4	-13	24	-9
COC(=O)c1c(NC(=O)Nc2ccc(Cl)cc2)sc(C)c1C
  /	-5	/	/	-2	-1	0	/	/	-2
O=[N+]([O-])c1cccc(S(=O)(=O)N2CCN(c3ccccn3)CC2)c1
  2	6	13	-5	4	3	-1	33	3	-37
N#CC1(Cc2ccc(Cl)cc2)c2ccccc2C=CN1C(=O)c1ccccc1 (stereo unspecified)
  1	-2	3	2	4	2	5	-7	0	-32
Cc1ccc(Cn2ccc(NC(=O)c3noc4c3CCCC4)n2)cc1
  -11	-2	9	2	-1	-1	-3	4	-111	-6
COc1ccc(S(=O)(=O)N2CCC3(CC2)CC(=O)c2ccccc2O3)cc1OC
  2	4	-6	7	/	-3	/	-9	21	/
COc1ccc2c(c1OC)C(=O)OC2Nc1ccc(S(=O)(=O)N=C(N)N)cc1 (stereo unspecified)
  -7	11	-60*	3	-5	4	0	-69	12	-3
O=C(N/N=C/c1ccc(O)cc1)c1cc(-c2ccccc2)nc2ccccc12
  -1	-1	6	11	2	-3	-3	13	14	-14
COC(=O)C1CCN(C(=O)COc2cc3sc(C)nc3c3sccc23)CC1
  -1	10	3	-2	5	0	3	29	-14	-7
COc1ccc(-n2cnc3cc(C(=O)N4CCOCC4)ccc32)cc1
  -4	6	6	-1	2	-1	3	6	-52	-68
Cc1cc(NC(=O)CSc2nc3ccccc3[nH]2)no1
  -1	-1	0	7	2	5	0	-9	-15	1
CCOC(=O)/C(=C/c1ccc(OC(=O)c2ccccc2)cc1)C(C)=O
  -3	-5	73	3	-4	-4	0	77*	13	-23
COC(=O)c1ccc(Cn2cc([N+](=O)[O-])cn2)cc1
  2	/	0	10	-2	1	2	-9	1	-1
COc1ccccc1NC(=O)c1cc(C(=O)O)ccc1C(=O)O
  -2	-4	20	-3	7	-4	4	30	-15	-11
O=C(COc1ccccc1Cl)Nc1cc(NC(=O)COc2ccccc2Cl)cc(C(=O)O)c1
  1	-8	-4	9	-1	3	14	-5	21	-33
COc1ccc2[nH]cc(CCNC(=O)C3CCCCC3)c2c1
  -2	3	6	8	-2	0	4	-10	-31	10
CCC(NC(=O)c1cccc(Cn2nc(C)c([N+](=O)[O-])c2C)c1)c1ccc(C(C)C)cc1 (stereo unspecified)
  -1	3	6	-6	1	-3	0	29	22	-12
COc1ccc(OC)c(S(=O)(=O)Nc2cc3c4c(c2)C(C)C(=O)N4CCC3)c1 (stereo unspecified)
  2	15	0	-5	/	-2	/	2	10	/
Cc1ccc(-n2c(C)cc(/C=N/NC(=O)c3ccncc3)c2C)cc1C
  -3	5	8	0	2	-3	3	6	18	7
C=CCn1c(SCC(=O)NC2CCCCC2)nnc1-c1cccnc1
  0	-1	-9	-1	4	0	-2	-13	4	-32
O=C(CCS(=O)(=O)Cc1ccccc1F)N1CCc2ccccc2C1
  0	7	-1	13	2	2	-2	6	6	-12
O=C(CC1C(=O)NCCN1Cc1c(F)cccc1Cl)NCCC1=CCCCC1 (stereo unspecified)
  -2	11	0	-2	0	2	0	7	7	-21
COc1ccccc1C1CC(c2cccs2)=NN1C(=O)CCC(=O)O (stereo unspecified)
  -1	2	-23	5	3	-3	-5	-40	5	2
CC1=C(C(=O)OCc2ccccc2)C(c2ccc(Cl)cc2)NC(=O)N1CCCC(=O)O (stereo unspecified)
  1	/	8	4	1	0	-4	-3	2	-3
O=C(Nc1nc2cc3c(cc2s1)OCO3)c1ccco1
  -4	8	/	22	-2	/	25*	/	80*	-28
Cc1ccc(S(=O)(=O)N2CC3CCC2C3)cc1 (stereo unspecified)
  0	-8	-4	-3	-5	-4	-2	-14	19	-5
COc1cccc(CN2CCNC(=O)C2CC(=O)N(C)C2CCOCC2)c1 (stereo unspecified)
  -4	-3	-1	-30	-4	0	1	11	-1	-14
O=C(c1cccc(OC(F)F)c1)N1CCN(c2ncccn2)CC1
  -1	-4	-11	-2	-5	-5	2	0	-12	-10
c1ccc(-c2nnc3n2-c2ccccc2SC3)cc1
  1	10	-5	-18	1	0	1	-5	10	5
CCOC(=O)C/C(C)=N/NC(=O)CN(c1ccc(Br)cc1)S(=O)(=O)c1ccccc1
  3	-1	6	-9	0	-3	0	8	9	-29
Cc1cc(O)c(C(C)C)cc1NS(=O)(=O)c1ccccc1
  -3	8	-7	-3	2	-1	0	8	2	-20
O=C(COc1ccccc1)N1CCN=C1SCc1cccc(F)c1
  0	-5	-2	-8	0	1	-2	-2	19	-15
COc1ccc(CC(=O)NCc2nnc(SCC(=O)Nc3ccccc3)n2C)cc1
  1	5	-8	-6	-4	0	-2	32	-3	-1
CCn1c(=S)sc2c(=O)[nH]c(C)nc21
  -2	27	-5	4	-6	6	0	-6	3	12
CC(=O)N1CC(=O)N=C1SCC(=O)Nc1nc(C)c(-c2ccccc2)s1
  -8	48	3	-1	-2	12	-2	13	-79	-11
S=C(NCc1ccccn1)Nc1ccccc1Cl
  1	-3	36	0	-3	-3	-1	63*	-115	-16
COc1ccc(NC(=S)Nc2nc(CC(=O)Nc3ccccc3OC)cs2)cc1
  0	9	-4	1	8	-1	3	-16	-22	-50
Cc1ccc(/C=C2/SC(=Nc3ccc(F)cc3)NC2=O)s1
  1	2	3	7	-1	-2	2	22	13	9
